# telomere uncapping: survival after telomere uncapping, modulators, primary screen, cell-based (AID 1259312) | HCT116 + Ad-hTR-mut, survival, MTT, 5 d; stronger effect = higher value | 4,500 compounds, 4.5% hits | fold change at 10 µM;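 active = cell survival measured by absorbance rises more than 2.5-fold over infected cells without compound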;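 also: virus expresses mutant telomerase RNA that uncaps telomeres and kills cells; compound added 2 days after infection so exposure lasts 3 days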
# * hit, by the source's call; i = inactive. This is a subset; the hit share may differ from the screen's.
# Start of the listing, in advance (23 entries):
SMILES,telomere uncapping
CC(C)(C)NCC(O)c1ccc(O)c(CO)c1 (stereo not given),-1.4
CO[C@H]1/C=C/O[C@@]2(C)Oc3c(C)c(O)c4c(O)c(cc(O)c4c3C2=O)NC(=O)/C(C)=C\C=C\[C@H](C)[C@H](O)[C@@H](C)[C@@H](O)[C@@H](C)[C@H](OC(C)=O)[C@@H]1C,-1.5
CC(C)(C)OC(=O)N1C(N)=C(C#N)C2(CCOCC2)c2[nH]c(C(F)(F)F)nc21,2.4
CCOC(=O)C1=C(C)NC(C)=C(C(=O)OCC)C1,-1.2
N#CCN(CC#N)C(=O)C1c2ccccc2Oc2ccccc21,-1.5
Cc1cc(C)n(CC(C)O)c(=O)c1C#N (stereo not given),1.3
CCC(C)C(=O)Nc1nccs1 (stereo not given),-2.9
Nc1nc(SCC(=O)Nc2ccc(Br)cc2)sc1C(=O)Nc1nccs1,-1.5
COC(=O)Nc1nccs1,1.2
Cc1cc(C)c(C#N)c(SCc2cc(=O)[nH][nH]2)n1,3.1*
Cc1cc(NC(=O)c2n[nH]c(=O)c3ccccc23)no1,-1.7
O=C1ON=C(c2cccc(Cl)c2)/C1=C/C=C/c1ccccc1,1.3
CN(CC12CC3CC(CC(C3)C1)C2)S(=O)(=O)c1ccc(Br)s1,1.1
O=S(=O)(NCc1ccc2c(c1)OCO2)c1ccc2oc3ccccc3c2c1,1
COc1ccc(C2Sc3ccccc3NC3=C2C(=O)c2ccccc23)cc1OC (stereo not given),-4
CCc1sc(/C=C(/C#N)C(=O)OC(C)C)cc1Br,-3.7
CCn1c(-c2ccc(C)cc2)n[nH]c1=S,-1.4
C=CCn1c(CCc2ccccc2)n[nH]c1=S,-1.2
O=C(O)CCN1CCN(CCO)CC1,-2
CC(C)=CCCC(C)CCO (stereo not given),1
O=C(c1n[nH]c(=O)c2ccccc12)N1CCCc2cc(Br)ccc21,-1.5
CC(C)c1ccc2c(c1)c1c3n2CCN=C3CCC1,-1.3
CCOC(=O)C(=O)N1CC(C)CC(C)C1 (stereo not given),1.3

# All compounds of this part, from the first entry:
SMILES,telomere uncapping
CC(C)(C)NCC(O)c1ccc(O)c(CO)c1 (stereo not given),-1.4
CO[C@H]1/C=C/O[C@@]2(C)Oc3c(C)c(O)c4c(O)c(cc(O)c4c3C2=O)NC(=O)/C(C)=C\C=C\[C@H](C)[C@H](O)[C@@H](C)[C@@H](O)[C@@H](C)[C@H](OC(C)=O)[C@@H]1C,-1.5
CC(C)(C)OC(=O)N1C(N)=C(C#N)C2(CCOCC2)c2[nH]c(C(F)(F)F)nc21,2.4
CCOC(=O)C1=C(C)NC(C)=C(C(=O)OCC)C1,-1.2
N#CCN(CC#N)C(=O)C1c2ccccc2Oc2ccccc21,-1.5
Cc1cc(C)n(CC(C)O)c(=O)c1C#N (stereo not given),1.3
CCC(C)C(=O)Nc1nccs1 (stereo not given),-2.9
Nc1nc(SCC(=O)Nc2ccc(Br)cc2)sc1C(=O)Nc1nccs1,-1.5
COC(=O)Nc1nccs1,1.2
Cc1cc(C)c(C#N)c(SCc2cc(=O)[nH][nH]2)n1,3.1*
Cc1cc(NC(=O)c2n[nH]c(=O)c3ccccc23)no1,-1.7
O=C1ON=C(c2cccc(Cl)c2)/C1=C/C=C/c1ccccc1,1.3
CN(CC12CC3CC(CC(C3)C1)C2)S(=O)(=O)c1ccc(Br)s1,1.1
O=S(=O)(NCc1ccc2c(c1)OCO2)c1ccc2oc3ccccc3c2c1,1
COc1ccc(C2Sc3ccccc3NC3=C2C(=O)c2ccccc23)cc1OC (stereo not given),-4
CCc1sc(/C=C(/C#N)C(=O)OC(C)C)cc1Br,-3.7
CCn1c(-c2ccc(C)cc2)n[nH]c1=S,-1.4
C=CCn1c(CCc2ccccc2)n[nH]c1=S,-1.2
O=C(O)CCN1CCN(CCO)CC1,-2
CC(C)=CCCC(C)CCO (stereo not given),1
O=C(c1n[nH]c(=O)c2ccccc12)N1CCCc2cc(Br)ccc21,-1.5
CC(C)c1ccc2c(c1)c1c3n2CCN=C3CCC1,-1.3
CCOC(=O)C(=O)N1CC(C)CC(C)C1 (stereo not given),1.3
O=C1c2ccccc2CN1CCNC(=S)NC1CCCCC1,-1.1
COc1cc(-c2nc3sc(-c4ccc(OC5CCCC5)c(OC)c4)nc3s2)ccc1OC1CCCC1,-1.4
Clc1[nH]nc2ccccc12,1.1
O=[N+]([O-])c1ccc(N=Cc2cc(Br)cc([N+](=O)[O-])c2O)cc1,i
Nc1nc2ncc(CNc3ccc(C(=O)N[C@H](CCC(=O)O)C(=O)O)cc3)nc2c(=O)[nH]1,i
CCOC(=O)C1=c2s/c(=C/c3ccc(C)s3)c(=O)n2C(N)=C(C#N)C1c1ccc(C)s1 (stereo not given),-2.6
N#CC1(C#N)C(c2c(F)cccc2Cl)[C@@H](C(=O)c2ccc(F)cc2)N2c3ccccc3C=C[C@@H]21 (stereo not given in full),3.4*
O=C1CC(Sc2ccc(Br)cc2)C(=O)N1c1cc(Cl)cc(Cl)c1 (stereo not given),2
Cn1cccc1/C=C(/C#N)C(N)=O,1.3
O=S(=O)(NCCOc1ccccc1)c1ccc2c(c1)Cc1ccccc1-2,-2.4
Cc1cc(C)c2nc(N)sc2c1,-3.4
Cc1cc(C(=O)O)c(CSCc2cc(C(=O)O)oc2C)o1,-1
CCC(=O)Nc1nc(C)cc2c1c(=O)oc1ccccc12,-1.3
N#CC1=C(N)OC(N)=C(C#N)C1c1cc(Br)cs1,1.2
O=C(Nc1ccc2c(c1)OCO2)c1sc2cc(F)ccc2c1Cl,1.9
O=[N+]([O-])c1ccc(N2CCCC(O)C2)c(C(F)(F)F)c1 (stereo not given),-1.4
COC(=O)c1c(NC(C)=O)sc2c1CCCC2,-1.4
CC(=O)Nc1nonc1N,-1.1
O=C(O)c1cc([N+](=O)[O-])[nH]n1,i
NC1=Nc2cccc3cccc(c23)N1,-2.3
O=S(=O)(Nc1ccc(Cl)cc1)c1ccc(NS(=O)(=O)c2ccc3c(c2)OCCO3)cc1,-1.2
CC1=CC(C)(C)N(C)c2cc(C3(C)CC(C)(C)N(C)c4ccccc43)ccc21 (stereo not given),-5.4
O=c1cc(-c2cccc(O)c2)oc2c(O)c(O)ccc12,-2.7
O=C(C1CC1)N1CCN(C(=O)C23CC4CC(CC(C4)C2)C3)CC1,-1.3
Nc1nc(Nc2ccc(Cl)cc2)n[nH]1,2
Cc1ccoc1CC[N+](C)(C)C,-1.5
Nc1ncnc2nc(Br)[nH]c12,2.1

# Screening data deposited in PubChem BioAssay by University of Glasgow.
